# UPR XBP1 act: adaptive UPR (XBP1) activation. CHO-XBP1 luciferase reporter, IRE1-XBP1 UPR activation, luminescence; percent of tunicamycin response, DMSO as zero. AID 463104. hit rate 0.33% among 330,000. activation, % at 20 µM;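 active = versus positive control, 20 µM dose yields 30% or more activation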;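 note: 100% = tunicamycin at 10 µg/mL and 0% = DMSO only wells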
#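 Material: CHO cell line with stable XBP1 luciferase reporter; schedule: 16-18 h cell attachment at 37 °C, then 6 h compound exposure; signal: glow luminescence from Steady-Glo reagent; medium: serum-containing F12 medium, 10% FBS; benchmarks: tunicamycin 10 µg/mL and vehicle-only wells; read-out: percent activation relative to tunicamycin reference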
# Gli-Sufu block: blocks Gli-Sufu signaling in a luciferase reporter; Sufu-KO-LIGHT fibroblasts, Gli luciferase reporter luminescence; inhibition, % at 5 µM; hit rate 0.74% among 340,000; AID 588413;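 active = inhibition above about 55%, limit read from the data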;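 note: 0% = DMSO-treated cells and 100% = wells with medium but no cells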
# CXCR6 inh: CXCR6 (human) receptor inhibition. hit rate 0.36% among 360,000. O00574. AID 602244. inhibition, % at 20 µM. CHO-K1 PathHunter CXCR6 beta-arrestin, luminescence; in the data active = inhibition above about 34%, passing the limit was not always enough;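 note: antagonist mode with CXCL16 agonist at 10 nM final; 0% = 10 nM CXCL16 with DMSO and 100% = unstimulated wells without agonist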
# Mdm2-MdmX inh: inhibitors of human Mdm2/MdmX interaction; SaOS-2 split-luciferase Mdm2/MdmX complementation, luminescence; AID 485346; inhibition, % at 8 µM; O15151+Q00987; hit rate 3% among 330,000;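 active = inhibition of at least 50% at 8 µM in the primary screen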
# Target sequence (O15151 whole entry, looked up): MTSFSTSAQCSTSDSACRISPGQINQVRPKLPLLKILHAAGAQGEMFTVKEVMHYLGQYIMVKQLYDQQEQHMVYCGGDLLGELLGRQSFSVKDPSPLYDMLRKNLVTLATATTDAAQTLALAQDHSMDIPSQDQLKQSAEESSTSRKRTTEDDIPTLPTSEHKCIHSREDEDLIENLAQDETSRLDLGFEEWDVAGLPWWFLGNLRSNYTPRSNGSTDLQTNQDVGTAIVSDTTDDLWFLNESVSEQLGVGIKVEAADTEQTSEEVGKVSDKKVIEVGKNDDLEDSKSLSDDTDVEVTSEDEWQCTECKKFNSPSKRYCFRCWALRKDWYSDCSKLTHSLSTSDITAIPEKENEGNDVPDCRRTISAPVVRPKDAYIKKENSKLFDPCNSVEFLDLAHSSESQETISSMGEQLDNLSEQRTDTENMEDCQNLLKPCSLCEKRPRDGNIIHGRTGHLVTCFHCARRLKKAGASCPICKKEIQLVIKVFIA
# Target sequence (Q00987 whole entry, looked up): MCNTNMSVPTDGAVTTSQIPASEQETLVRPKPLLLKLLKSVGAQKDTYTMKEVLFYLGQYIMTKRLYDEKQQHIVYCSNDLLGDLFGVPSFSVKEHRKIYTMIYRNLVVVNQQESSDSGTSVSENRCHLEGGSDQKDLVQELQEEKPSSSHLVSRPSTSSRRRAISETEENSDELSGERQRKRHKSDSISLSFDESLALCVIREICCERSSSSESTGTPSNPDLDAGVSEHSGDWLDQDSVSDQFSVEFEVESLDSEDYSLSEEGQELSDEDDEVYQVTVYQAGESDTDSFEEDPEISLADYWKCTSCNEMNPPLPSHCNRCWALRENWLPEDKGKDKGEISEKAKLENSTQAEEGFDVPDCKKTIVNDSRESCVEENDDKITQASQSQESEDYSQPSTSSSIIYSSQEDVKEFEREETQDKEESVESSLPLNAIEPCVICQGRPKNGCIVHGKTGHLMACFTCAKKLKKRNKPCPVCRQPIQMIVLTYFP
# 697 NFkB inh: lowers PMA/ionomycin-induced NF-kB signal in 697 B cells | 697 B-cell NF-kB luciferase reporter, 16 h | inhibition, % at 4 µM | hit rate 0.33% among 330,000; in the data active = inhibition above about 35%
# CHOP UPR activ: apoptotic UPR (CHOP) activation | CHO-CHOP luciferase reporter, luminescence; percent of tunicamycin response over DMSO baseline | hit rate 0.34% among 330,000 | activation, % at 10 µM;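 active = at 10 µM dose, activation of 40% or more, normalized to positive control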;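 note: 100% = tunicamycin at 10 µg/mL and 0% = DMSO alone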
#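 System: CHO CHOP reporter cells. Amount: 500 cells per well. Buffer or medium: F12 medium, 10% FBS. Compound dosing: one dose, 10 µM in 0.5% DMSO. Incubation: 6 h compound exposure at 37 °C after overnight seeding. Technique: Steady-Glo luciferase luminescence. Benchmarks: tunicamycin and DMSO controls.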
# Jurkat NFkB inh: lowers PMA/ionomycin-induced NF-kB signal in Jurkat cells; inhibition, % at 4 µM; hit rate 0.53% among 330,000; PMA/ionomycin-induced NF-kB luciferase reporter, luminescence; in the data active = inhibition above about 50%
# CCR6 antagonist: antagonists of human CCR6 receptor; P51684; CHO-K1 CCR6 PathHunter beta-arrestin, luminescence, CCL20-stimulated; inhibition, % at 20 µM; hit rate 0.49% among 340,000; AID 493098;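 active = compounds whose inhibition of the agonist-driven luminescence signal at 20 µM reaches about 50%, limit read from the data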;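 note: cells stimulated with CCL20 at 14 nM final; plate controls were DMSO with CCL20 for no effect and DMSO without agonist for full effect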
# EBI2 block: EBI2 (human) antagonism; EBI2 beta-arrestin recruitment, luminescence, 7a,25-OHC stimulated; inhibition, % at 5 µM; hit rate 0.81% among 360,000; AID 651636; in the data active = inhibition above about 38%;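 note: enzyme fragment complementation signal reports receptor beta-arrestin coupling in cells; 0% = agonist plus DMSO wells and 100% = wells without agonist; some results beyond the cut were filed as inactive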
# Numbers without * were called inactive; . = not tested or not shown.
# Preview:
entry	structure	UPR XBP1 act	Gli-Sufu block	CXCR6 inh	Mdm2-MdmX inh	697 NFkB inh
1	Cc1ccc(C)c(S(=O)(=O)NCc2ccc(C(=O)N3CC(C)OC(C)C3)cc2)c1 (configuration not stated)	-1	-6	-4	-12	4
2	O=C(Cc1ccccc1)NCC(=O)OCC(=O)c1cccs1	-5	3	6	-6	16
3	COc1ccc(/C=N/c2nc3ccccc3n2CCN2CCCCC2)cc1OC	1	9	6	4	32
4	CCn1c(SCC(=O)NCc2ccco2)nnc1C(C)C	-2	21	1	-20	5
5	CCN1C(=O)CC(Sc2ccccc2C(=O)O)C1=O (configuration not stated)	0	0	4	-25	-1
6	COc1cc(SC)ccc1C(=O)NCCN1CCOCC1	-4	0	-22	25	-7

entry	CHOP UPR activ	Jurkat NFkB inh	CCR6 antagonist	EBI2 block
1	0.1	2	-7	4
2	0.3	3	-7	-1
3	-1.4	10	-5	1
4	1.5	10	-19	-11
5	0.7	-11	8	-11
6	-0.5	0	-5	-12

# All compounds of this part (from the top)
entry	structure	UPR XBP1 act	Gli-Sufu block	CXCR6 inh	Mdm2-MdmX inh	697 NFkB inh
1	Cc1ccc(C)c(S(=O)(=O)NCc2ccc(C(=O)N3CC(C)OC(C)C3)cc2)c1 (configuration not stated)	-1	-6	-4	-12	4
2	O=C(Cc1ccccc1)NCC(=O)OCC(=O)c1cccs1	-5	3	6	-6	16
3	COc1ccc(/C=N/c2nc3ccccc3n2CCN2CCCCC2)cc1OC	1	9	6	4	32
4	CCn1c(SCC(=O)NCc2ccco2)nnc1C(C)C	-2	21	1	-20	5
5	CCN1C(=O)CC(Sc2ccccc2C(=O)O)C1=O (configuration not stated)	0	0	4	-25	-1
6	COc1cc(SC)ccc1C(=O)NCCN1CCOCC1	-4	0	-22	25	-7
7	Cc1cc(C(=O)NCC(=O)OC(C)C(=O)N2CCOCC2)ccc1[N+](=O)[O-] (configuration not stated)	0	5	3	-12	5
8	O=C(O)CSC12CC3CC(C1)CC(C(=O)O)(C3)C2	0	3	-9	15	12
9	Cc1cc(O)c(C(=O)Nc2cccc(Cl)c2)c(=O)n1C	6	-60	-9	41	-165
10	CC(=O)c1cccc(NC(=O)c2cc(Cl)sc2Cl)c1	3	-3	-7	-39	-45
11	Cc1ccc(Sc2cnc3ccccc3n2)cc1	1	-18	-5	-52	-92
12	C=CCn1c(SCC(=O)Nc2ccc(N3CCOCC3)cc2)nnc1-c1ccco1	-1	17	-9	10	2
13	C=CCn1c(COc2ccccc2)nnc1SCC(=O)N/N=C/c1ccc(C)cc1	3	-1	-18	-7	1
14	CCOC(=O)C1(Cc2ccccc2C(F)(F)F)CCN(C(C)CCn2cccn2)CC1 (configuration not stated)	-4	31	-8	3	-30
15	O=C1C=CC(=O)N1c1ccc(I)cc1Cl	0	.	.	6	3

entry	CHOP UPR activ	Jurkat NFkB inh	CCR6 antagonist	EBI2 block
1	0.1	2	-7	4
2	0.3	3	-7	-1
3	-1.4	10	-5	1
4	1.5	10	-19	-11
5	0.7	-11	8	-11
6	-0.5	0	-5	-12
7	-0.5	4	7	-4
8	0.5	-7	3	-3
9	5.7	-130	7	10
10	3.4	-17	-13	2
11	3.5	-74	28	1
12	-0.1	-5	11	-7
13	4.8	10	-28	25
14	-2.1	-1	10	10
15	0.7	-17	.	.

# The listing continues.
entry	structure	UPR XBP1 act	Gli-Sufu block	CXCR6 inh	Mdm2-MdmX inh	697 NFkB inh
16	O=C(NNC(=O)C1CCCO1)c1ccc(Br)cc1 (configuration not stated)	-2	1	-5	-25	-14
17	COc1ccc(NS(=O)(=O)c2cccc(C(=O)NCc3ccccc3CN3CCCC3)c2)cc1	-4	0	13	42	-5
18	CCCCNC(=O)CCCn1c(=O)c2ccccc2n(CC(=O)NCCC2=CCCCC2)c1=O	.	-1	-1	.	.
19	COc1cccc(C(CNC(=O)c2ccc(Cl)c(S(=O)(=O)N3CCCC3)c2)N(C)C)c1 (configuration not stated)	-3	12	-1	21	1
20	Cc1ccc(NC2CCCN(C(=O)c3cc4ncccn4n3)C2)cc1C (configuration not stated)	-1	-9	4	-13	-3
21	CCCCN(C(=O)c1cc2c(s1)CCCCC2)c1c(N)n(CC(C)C)c(=O)[nH]c1=O	3	-7	9	-13	-7
22	CCCCOc1ccc(Cc2n[nH]c(=S)n2N)cc1	3	-1	-7	10	1
23	CCN(CC)S(=O)(=O)c1ccc(C(=O)NCCCn2ccnc2)cc1	4	-1	4	16	6
24	CN(C)CCN1C(=O)C2C(C(=O)Nc3cc(Cl)cc(Cl)c3)C3C=CC2(O3)C1C(=O)NC1CCCCC1 (configuration not stated)	-3	-17	-1	-17	8
25	O=C(CCNC(=O)N1CC(=O)Nc2ccccc21)Nc1cccc(Cl)c1	1	-40	2	-12	3
26	CCOC(=O)c1c(NC(=O)CN2C(=O)NC3(CCCCC3)C2=O)sc(C)c1-c1ccc(C)cc1	3	4	10	46	4
27	Cc1ccc(S(=O)(=O)N(C)c2cc(S(=O)(=O)N3CCC(C)CC3)c(C)cc2C)cc1	-4	8	8	19	-10
28	Cc1ccc(C(=O)N(NC2=NS(=O)(=O)c3ccccc32)S(=O)(=O)c2ccc(C)cc2)cc1	1	40	4	6	20
29	COC(=O)c1[nH]c(=O)c2ccccc2c1O	1	-1	0	9	14
30	CCOC(=O)c1c(-c2ccccc2)oc2ccc(OCC(=O)NNC(=O)CCCC(=O)O)cc12	1	0	8	-25	-28

entry	CHOP UPR activ	Jurkat NFkB inh	CCR6 antagonist	EBI2 block
16	4.0	-8	-5	1
17	0.0	1	21	11
18	.	.	7	1
19	-0.4	8	15	2
20	-0.2	9	10	-8
21	0.0	-4	13	3
22	3.3	-14	6	-9
23	0.3	-4	-7	-2
24	0.3	-13	21	-12
25	-2.2	3	-5	-8
26	2.8	5	22	-1
27	0.6	-12	0	18
28	-2.5	1	-17	3
29	0.3	0	68*	10
30	-0.5	-2	-5	-18

# The listing continues.
entry	structure	UPR XBP1 act	Gli-Sufu block	CXCR6 inh	Mdm2-MdmX inh	697 NFkB inh
31	CN(C)c1ccnc(Oc2ccccc2)c1C#N	.	-23	-3	.	.
32	CCC(C)Sc1ccc(-c2nc3ccc(C)cn3c2NCc2ccccc2)cc1OC (configuration not stated)	-6	20	31	97*	-87
33	Cc1ccc(C(=O)NCCNS(=O)(=O)c2ccccc2)cn1	0	-11	3	20	10
34	CC(=O)Nc1ccc(S(=O)(=O)N(C)CC(=O)OCC(=O)Nc2cccnc2Cl)cc1	-3	5	4	-16	9
35	Cc1ccc(Nc2nc(NCC3CCCO3)nc(N)c2[N+](=O)[O-])cc1C (configuration not stated)	0	0	2	30	-25
36	Cn1cnnc1SCC(=O)Nc1ccc2nc(SCc3ccccc3)sc2c1	7	-40	-13	-50	-43
37	O=C(N/C(=C/c1ccc(Cl)cc1)C(=O)N1CCCCC1)c1ccco1	-4	-4	-6	3	-29
38	Cc1ccccc1NC(=O)CN1C(=O)S/C(=C\c2cccn2-c2cccc(C(=O)O)c2)C1=O	-3	3	7	-10	8
39	NC(=O)c1ccc(N=Nc2c(O)c3ccccc3[nH]c2=O)cc1	3	.	.	-2	-26
40	CCNC(=O)NC(=O)C(C)N1C(=O)NC(c2ccccc2)(c2ccccc2)C1=O (configuration not stated)	-5	-3	2	-23	1
41	CC(C)c1cccc(C(C)C)c1OCCCCCN1CCOCC1	1	4	4	-13	16
42	CN(C)CCNC(=O)c1onc(CSc2ccncc2)c1C(=O)NCCN(C)C	-1	-3	4	9	9
43	CCC1(c2ccc(F)cc2)NC(=O)N(CC(=O)Nc2cccnc2Cl)C1=O (configuration not stated)	1	27	-9	6	-1
44	COc1cc(NC(=O)CCCNC(=O)Cn2cnc3sc4c(c3c2=O)CCCC4)cc(OC)c1OC	-5	0	-6	-5	-17
45	O=C(O)c1c(C(=O)O)c(-c2ccc(Cl)c(Cl)c2)n2c1CSC2	-2	2	10	-16	1

entry	CHOP UPR activ	Jurkat NFkB inh	CCR6 antagonist	EBI2 block
31	.	.	6	-4
32	14	-35	46	69*
33	-0.8	5	12	5
34	-0.1	11	3	-7
35	1.0	5	2	-2
36	4.6	-66	-9	7
37	-0.2	-6	15	-3
38	-0.8	-6	-2	-6
39	2.0	-39	.	.
40	-0.5	2	19	0
41	-0.5	-2	16	12
42	-0.2	10	6	-16
43	-1.4	4	0	6
44	-0.1	-9	11	6
45	1.1	-16	8	7

# Later entries
entry	structure	UPR XBP1 act	Gli-Sufu block	CXCR6 inh	Mdm2-MdmX inh	697 NFkB inh
46	CN1CCN(c2ccc(Cl)cc2NC(=O)c2ccc([N+](=O)[O-])cc2)CC1	0	3	-15	14	6
47	CCCCc1ccc(NC(=S)N2CCCC2)cc1	3	17	-3	0	-59
48	Cc1noc(NC(=O)c2cccc(C(F)(F)F)c2)c1Cl	-5	-26	4	27	-3
49	Cc1nc(=O)c(-c2ccccc2)c(C)n1-c1ccc(S(N)(=O)=O)cc1	-1	-2	-7	0	16
50	O=C(Nc1cccc2ncccc12)c1ccccc1[N+](=O)[O-]	-1	-6	1	5	2
51	O=C(NC1C2CC3CC(C2)CC1C3)c1ccc(Br)o1 (configuration not stated)	-3	-10	4	5	-5
52	N#CC1(NC(=O)COc2ccccc2[N+](=O)[O-])CCCCC1	1	-1	-2	-10	8
53	CCOC(=O)C1CCCN(C(=O)Cn2nc(C)n3nc(-c4ccccc4)cc3c2=O)C1 (configuration not stated)	-4	-3	-8	10	6
54	FC(F)(F)c1nnc(-c2ccccc2)nc1Oc1ccc(Cl)cc1Cl	-4	10	29	32	2
55	O=C(CSc1ccsc1[N+](=O)[O-])N1CCN(c2ccc(Cl)cc2)CC1	-5	14	-15	18	-3
56	Cc1ccc(C(=O)c2cc3ccccc3o2)cc1C	2	-81	6	-59	-115
57	O=C(Nc1ccccc1C(=O)O)c1ccc(NC(=O)C2CCCCC2)cc1	-3	-10	-10	25	11
58	O=c1nc(N2CCCC2)nc(N2CCCC2)[nH]1	-4	-7	-5	-4	17
59	COc1cc(OC)cc(C(=O)NCC(=O)OCC(=O)NC(C)(C)C)c1	-4	-1	-6	13	9
60	CC(C)N(C(=O)[C@H]1C[C@H](CC(=O)NCCCn2ccnc2)C(=O)N2CCc3c([nH]c4ccc(Cl)cc34)[C@]12C)C(C)C	-2	8	0	26	18

entry	CHOP UPR activ	Jurkat NFkB inh	CCR6 antagonist	EBI2 block
46	1.4	-7	-1	-5
47	4.4	-25	4	-12
48	1.7	-13	4	-1
49	-2.6	-9	-3	4
50	0.6	2	3	6
51	-0.2	7	13	5
52	2.0	-1	-6	6
53	-0.3	28	4	-6
54	2.8	-17	56*	-8
55	-2.4	8	11	3
56	4.5	-122	15	13
57	1.0	-4	-3	-10
58	0.9	2	2	-8
59	1.0	2	-12	-1
60	0.0	.	-7	0

# Compound activity (PubChem BioAssay)
